High-throughput results deposited in PubChem by several laboratories.
cardiac RTF act: increases calcium sensitivity of human cardiac regulated thin filaments; P19429+P45379; 340,000 tested, 0.24% active; IANBD-labeled TnC RTF fluorescence at EC20 calcium; 0% EC20 calcium, 100% full calcium; activation, % at 7.2 µM;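 active means activation above the mean over all tested compounds plus 3 SD, cut at about 30% in these data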;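 further: rise in fluorescence read as greater calcium sensitivity of cardiac thin filaments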
OPRM1-OPRD1 ag: agonists of human mu-delta opioid receptor heterodimerization. cells, OPRM1-OPRD1 heterodimerization, luminescence. P35372+P41143. 340,000 tested, 0.3% active. activation, % at 9.3 µM; in the data active means activation above about 18%;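 further: 0% = vehicle-treated cells and 100% = reference agonist; values of inactives mirror those of a sister screen read the other way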
V-ATPase pHluor: alters yeast V-ATPase proton transport | S. cerevisiae, pHLuorin cytosolic pH fluorescence | response, % at 10 µM | 350,000 tested, 0.37% active; in the data active means response mostly above about 7.3%, no sharp cut-off; inactive means mostly below about 5.4%; further: actives read high; inactives centre near 0; some compounds called inactive have numbers as strong as hits; reference of the scale not given here
Keap1-Nrf2 PPI: inhibitors of human Keap1-Nrf2 protein-protein interaction | Keap1 Kelch-Nrf2 peptide fluorescence polarization, 1536-well | inhibition, % at 9.4 µM | 340,000 tested, 0.15% active; in the data active means inhibition above about 12%;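 further: human Keap1 Kelch domain with fluorescein labeled Nrf2 9mer peptide probe; 0% = neutral control wells and 100% = peptide positive control; higher means more block of Keap1 binding to Nrf2 peptide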
Wnt act: activates Wnt/beta-catenin signaling in a reporter cell assay | activation, % at 9.35 µM | activator, plate reader | AID 743398 | 300,000 tested, 1.2% active; in the data active means activation above about 30%, passing the limit was not always enough;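 further: 0% = neutral control wells and 100% = positive control wells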
Arr AP2 block: human beta-arrestin and AP2 interaction inhibition; inhibition, % at 10 µM; FITC-arrestin peptide / GST-AP2 beads, flow cytometry; AP2 beta2 appendage carries R879A mutation; AID 504490; 340,000 tested, 0.31% active;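 active means inhibition above a set limit, near 3 SD of compounds lacking own fluorescence, cut at about 54% in these data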;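 further: plate controls were DMSO wells for no effect and 5 µM unlabelled arrestin peptide for full effect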
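System: GST-AP2 R879A glutathione beads | Also added: FITC-arrestin peptide, 50 nM | Times: 12 min plus 1 h, RT | Signal: Bead flow cytometry, FITC channel | Buffer or medium: PBS with 0.05% Tween 20 and 0.1% BSA | Read-out basis: Percent drop in bead-associated FITC signal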
C-LANA FP: inhibitors of KSHV LANA C-terminal domain DNA binding; inhibition, % at 9 µM; MBP-C-LANA/FAM-LBS DNA binding, fluorescence polarization; 340,000 tested, 0.078% active; AID 504423;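 active means highest replicate inhibition at or above 60% at 9 µM, even if other replicates fall short; inactive means all replicates below 60% inhibition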;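 further: 0% = neutral control wells and 100% = 4 µM acridine orange control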
RTF Ca sens inh: cardiac RTF calcium desensitization; 340,000 tested, 0.12% active; AID 493244; inhibition, % at 7.15 µM; P19429+P45379; IANBD-labeled cardiac RTF, Ca2+ fluorescence;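 active means inhibition above the mean inhibition of all tested compounds plus 3 SD, cut at about 17% in these data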;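 further: assay run at fixed EC70 calcium of 1.6 mM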
DSG3 Ab inh: human desmoglein-3 autoantibody binding inhibition | P32926 | DSG3-coupled beads, scFv-anti-DSG3-GFP binding, flow cytometry; active compounds read low | binding (percent of control), % at 10 µM | 310,000 tested, 0.48% active | AID 588358;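 active means binding more than 3 SD below its plate's average and above zero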;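 further: hits lower antibody fragment binding to DSG3; some compounds called inactive have numbers as strong as hits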
Target sequence (P32926 whole entry, looked up, the tested form may be a part): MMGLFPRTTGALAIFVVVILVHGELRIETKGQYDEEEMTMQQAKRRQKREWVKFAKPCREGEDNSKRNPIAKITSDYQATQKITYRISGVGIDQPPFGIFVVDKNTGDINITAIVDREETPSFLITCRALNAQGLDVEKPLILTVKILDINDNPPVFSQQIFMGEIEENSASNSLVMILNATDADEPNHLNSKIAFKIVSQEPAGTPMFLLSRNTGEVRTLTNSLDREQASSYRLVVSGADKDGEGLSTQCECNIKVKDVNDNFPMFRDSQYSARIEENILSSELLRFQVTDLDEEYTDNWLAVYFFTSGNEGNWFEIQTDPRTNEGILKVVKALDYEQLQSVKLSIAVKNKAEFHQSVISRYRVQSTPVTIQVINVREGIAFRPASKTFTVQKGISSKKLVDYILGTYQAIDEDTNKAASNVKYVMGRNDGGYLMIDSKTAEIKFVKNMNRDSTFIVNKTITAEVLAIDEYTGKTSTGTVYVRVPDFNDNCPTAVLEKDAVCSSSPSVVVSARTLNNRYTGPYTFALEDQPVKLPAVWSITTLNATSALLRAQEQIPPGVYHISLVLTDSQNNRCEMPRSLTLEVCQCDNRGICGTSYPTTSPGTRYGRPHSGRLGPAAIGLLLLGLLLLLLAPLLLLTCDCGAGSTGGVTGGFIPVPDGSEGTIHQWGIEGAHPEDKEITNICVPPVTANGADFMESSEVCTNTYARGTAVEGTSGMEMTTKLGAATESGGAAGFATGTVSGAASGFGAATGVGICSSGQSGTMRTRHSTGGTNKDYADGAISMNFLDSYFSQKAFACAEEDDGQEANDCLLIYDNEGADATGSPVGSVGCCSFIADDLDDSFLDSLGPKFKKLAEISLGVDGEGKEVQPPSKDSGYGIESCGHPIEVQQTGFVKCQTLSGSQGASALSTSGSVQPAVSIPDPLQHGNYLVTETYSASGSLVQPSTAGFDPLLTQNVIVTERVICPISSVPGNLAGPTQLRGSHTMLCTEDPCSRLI
MOR-DOR inv ag: inverse agonists of human mu-delta opioid receptor heterodimerization. P35372+P41143. cell-based MOR-DOR heterodimer luminescence, inverse agonism. inhibition, % at 9.3 µM. 340,000 tested, 0.21% active. AID 504357; in the data active means inhibition above about 22%, passing the limit was not always enough;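 further: 0% = cells with DMSO and 100% = wells without cells with DMSO; values of inactives mirror those of a sister screen read the other way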
The depositor's hits bear a star; i = inactive; . = not tested or not shown.

SMILES	cardiac RTF act	OPRM1-OPRD1 ag	V-ATPase pHluor	Keap1-Nrf2 PPI	Wnt act	Arr AP2 block	C-LANA FP	RTF Ca sens inh	DSG3 Ab inh	MOR-DOR inv ag
Cc1nn(-c2ccccc2)c(Cl)c1C(=O)N(C)CC(=O)Nc1cccc(F)c1	2	-0.9	4	-1	1	-4	-0.9	-3	104	6
NC(=O)c1ncn([C@@H]2O[C@H](CNCc3cccn3-c3ccncc3)[C@@H](O)[C@H]2O)n1	-4	-2.4	2	2	-1	9	-1.0	4	110	11
COc1cccc(/C=C/C(=O)N2CCN(S(=O)(=O)c3ccccc3)CC2)c1OC	2	-1.8	2	-6	3	7	0.2	-8	97	9
Cn1c(SCC(=O)N/N=C/c2cccs2)nc2ccccc21	-2	-1.6	0	2	.	8	-0.4	-3	91	8
O=C(NCc1nnc(SCc2ccccc2)n1-c1ccccc1)C12CC3CC(CC(C3)C1)C2	10	0.8	-1	-4	-3	-3	-1.7	-21	.	-4
CCN(Cc1ccccc1)C(=O)C1CCN(Cc2ccc(SC)cc2)CC1	4	2.3	0	-2	-2	22	2.0	-7	95	-12
CCOC(=O)C1=C(CSc2nc(CC)c(C)cc2C#N)OC(N)=C(C#N)C1c1ccc(OC)cc1 (centres undefined)	11	1.5	2	-9	0	2	-1.6	-13	.	-9
CC(=O)Nc1ccc(S(=O)(=O)NCc2nc(-c3cccc(C)c3)no2)cc1	5	-1.1	-2	-17	0	-19	-0.8	-9	107	6
Cc1nn(-c2ccccc2)c(Cl)c1C(=O)NCCCCNC(=O)c1c(C)nn(-c2ccccc2)c1Cl	-1	0.2	2	1	.	3	-0.8	-4	99	-1
Cc1nc(SCc2ccccc2)c2ccsc2n1	-6	6.4	-1	-3	-2	-36	1.2	-1	100	-30
CCOc1ccc(NC(=O)CCNC(=O)Cn2cnc3ccccc3c2=O)cc1	-2	-2.6	0	1	-1	26	1.3	3	94	16
C/C(=N\NC(=O)CSc1nc(C)[nH]c1[N+](=O)[O-])c1ccc(F)cc1	-1	-2.7	-2	-1	-1	36	1.3	-11	106	14
CN(C)CCCN(C(=O)c1ccc(S(=O)(=O)N2CCCCCC2)cc1)c1nc2ccc(F)cc2s1	-4	155*	-2	1	1	24	-2.4	-2	104	i
O=C(OCC(=O)c1ccc[nH]1)c1ccc(S(=O)(=O)N2CCCCCC2)cc1	5	-0.6	3	-1	.	2	1.7	-10	94	3
COc1ccc(CN2CCC(C(=O)Nc3ccc(Oc4ccccc4)nc3)CC2)cc1F	0	-0.2	0	-4	0	6	0.8	-6	.	1
CC(C)(C)NC(=O)CN(Cc1ccc2c(c1)OCO2)C(=O)CNS(=O)(=O)c1ccccc1	-6	-3.2	1	-2	-2	-2	0.7	-1	99	20
O=C(COC(=O)COc1cccc(C(F)(F)F)c1)NC1CCS(=O)(=O)C1 (centres undefined)	-4	-0.7	-1	-1	-1	-1	-1.4	-1	102	4
C=CCNc1nc(Nc2ccc(-c3nc4ccccc4o3)cc2)nc(N2CCOCC2)n1	3	-2.8	-6	-4	5	-43	-0.1	-3	107	16
CCOc1ccc(OCC)c(NC(=O)CN2CCN(c3ccc(C)cc3C)CC2)c1	3	1.4	0	-3	-3	7	-1.0	-8	105	-8
O=C(NNC(=O)C1C2CCC(C2)C1C(=O)O)c1ccc(Cl)cc1 (centres undefined)	-3	-2.2	2	-2	8	10	-0.7	11	103	13

14 entries from above in a different format:
Sequence of screens – cardiac RTF act, OPRM1-OPRD1 ag, V-ATPase pHluor, Keap1-Nrf2 PPI, Wnt act, Arr AP2 block, C-LANA FP, RTF Ca sens inh, DSG3 Ab inh, MOR-DOR inv ag
CCOC(=O)C1=C(CSc2nc(CC)c(C)cc2C#N)OC(N)=C(C#N)C1c1ccc(OC)cc1 (centres undefined)
  11, 1.5, 2, -9, 0, 2, -1.6, -13, ., -9
CC(=O)Nc1ccc(S(=O)(=O)NCc2nc(-c3cccc(C)c3)no2)cc1
  5, -1.1, -2, -17, 0, -19, -0.8, -9, 107, 6
Cc1nn(-c2ccccc2)c(Cl)c1C(=O)NCCCCNC(=O)c1c(C)nn(-c2ccccc2)c1Cl
  -1, 0.2, 2, 1, ., 3, -0.8, -4, 99, -1
Cc1nc(SCc2ccccc2)c2ccsc2n1
  -6, 6.4, -1, -3, -2, -36, 1.2, -1, 100, -30
CCOc1ccc(NC(=O)CCNC(=O)Cn2cnc3ccccc3c2=O)cc1
  -2, -2.6, 0, 1, -1, 26, 1.3, 3, 94, 16
C/C(=N\NC(=O)CSc1nc(C)[nH]c1[N+](=O)[O-])c1ccc(F)cc1
  -1, -2.7, -2, -1, -1, 36, 1.3, -11, 106, 14
CN(C)CCCN(C(=O)c1ccc(S(=O)(=O)N2CCCCCC2)cc1)c1nc2ccc(F)cc2s1
  -4, 155*, -2, 1, 1, 24, -2.4, -2, 104, i
O=C(OCC(=O)c1ccc[nH]1)c1ccc(S(=O)(=O)N2CCCCCC2)cc1
  5, -0.6, 3, -1, ., 2, 1.7, -10, 94, 3
COc1ccc(CN2CCC(C(=O)Nc3ccc(Oc4ccccc4)nc3)CC2)cc1F
  0, -0.2, 0, -4, 0, 6, 0.8, -6, ., 1
CC(C)(C)NC(=O)CN(Cc1ccc2c(c1)OCO2)C(=O)CNS(=O)(=O)c1ccccc1
  -6, -3.2, 1, -2, -2, -2, 0.7, -1, 99, 20
O=C(COC(=O)COc1cccc(C(F)(F)F)c1)NC1CCS(=O)(=O)C1 (centres undefined)
  -4, -0.7, -1, -1, -1, -1, -1.4, -1, 102, 4
C=CCNc1nc(Nc2ccc(-c3nc4ccccc4o3)cc2)nc(N2CCOCC2)n1
  3, -2.8, -6, -4, 5, -43, -0.1, -3, 107, 16
CCOc1ccc(OCC)c(NC(=O)CN2CCN(c3ccc(C)cc3C)CC2)c1
  3, 1.4, 0, -3, -3, 7, -1.0, -8, 105, -8
O=C(NNC(=O)C1C2CCC(C2)C1C(=O)O)c1ccc(Cl)cc1 (centres undefined)
  -3, -2.2, 2, -2, 8, 10, -0.7, 11, 103, 13

Following part.
SMILES	cardiac RTF act	OPRM1-OPRD1 ag	V-ATPase pHluor	Keap1-Nrf2 PPI	Wnt act	Arr AP2 block	C-LANA FP	RTF Ca sens inh	DSG3 Ab inh	MOR-DOR inv ag
Cc1cc(-c2ccc(/C=N/n3cnnc3)o2)c([N+](=O)[O-])cc1C	7	0.1	-1	-1	1	13	-0.9	5	100	-1
CCN(CC)C(=O)CSc1nc2ccccc2c(=O)n1CCC(=O)N1CCN(c2ccccc2)CC1	-8	-2.1	-3	-2	-2	-10	-0.9	-11	115	11
CCCOc1cccc(C(=O)NCCCNC(=O)c2ccccn2)c1	3	-1.7	0	1	0	39	-0.1	5	.	9
O=C(Cn1cnc2cc([N+](=O)[O-])ccc2c1=O)N1CCN(S(=O)(=O)c2ccccc2)CC1	0	3.7	0	-3	-1	5	6.3	3	125	-19
O=C(Cc1cccc(NC(=O)C2CCCN(C(=O)C3CCCC3)C2)c1)Nc1cccc(C(=O)N2CCOCC2)c1 (centres undefined)	3	-2.4	2	1	-2	-2	0.8	1	104	11
Cc1cccc(NC(=O)CNC(=O)c2cn(Cc3ccccc3)nc2-c2cccnc2)c1C	0	0.0	1	-5	0	-2	0.5	-4	108	0
O=c1[nH]c(=S)n(-c2cccc(C(F)(F)F)c2)c(O)c1C=NCCN1CCNCC1	1	-0.6	-2	-4	1	-3	.	3	93	4
O=C(CCC1CCCN(C(=O)c2ccco2)C1)NCc1ccccc1F (centres undefined)	10	-0.3	-2	-2	0	-18	0.3	-1	.	1
Cc1ccccc1OCCCC(=O)Nc1ccc(N2CCOCC2)cc1	2	3.7	-1	2	-9	25	-1.1	-20	97	-23
CC(=O)c1nn(-c2cccc(Br)c2)cc1C(=O)c1cccc2ccccc12	7	2.5	-6	0	-6	-6	1.1	-9	.	-13
O=C(C(=O)N1CCOCC1)c1cn(CC(=O)N2CCCCC2)c2ccccc12	-7	-3.1	3	3	-2	28	0.3	-1	115	16
O=C(c1ccccc1)N1CCN(CC(O)Cn2ccc3ccccc32)CC1 (centres undefined)	1	-1.2	1	-4	-3	1	1.3	-29	105	6
COC(=O)Cn1c(=NC(=O)c2cc(-c3cccs3)nc3ccccc23)sc2cc(S(N)(=O)=O)ccc21	11	-1.3	-2	-14	-8	63*	-2.2	-18	77	8
CCOC(=O)Nc1cc(C(=O)OCC)c(C)nc1C	9	-1.0	-1	-9	2	-10	-2.4	4	102	6
COc1ccc(OC)c(CC(NC(C)=O)C(=O)NC2CCN(S(=O)(=O)c3ccc(NC(C)=O)cc3)CC2)c1 (centres undefined)	-1	-2.3	0	-1	-3	-7	-0.9	-15	112	12
COc1ccc(N(CC(=O)NCc2ccccc2C)S(=O)(=O)c2ccccc2[N+](=O)[O-])c(OC)c1	6	1.7	0	-2	-2	4	-3.5	2	102	-10
CCCCn1c(N)c(N(CC(C)C)C(=O)c2ccc(S(=O)(=O)N3CCCCC3)cc2)c(=O)[nH]c1=O	4	-1.7	-1	0	-2	0	-0.4	-2	96	11
Fc1ccccc1Nc1nc2ccccc2o1	-4	-1.9	5	-5	0	6	0.1	-3	109	9
Cc1ccc(NC(=O)CSC2=C(C#N)C(c3ccc4c(c3)OCO4)C3=C(CCCC3=O)N2)c(C)c1 (centres undefined)	0	-0.5	-1	-5	.	10	-0.7	-4	99	3
CS(=O)(=O)NCC(c1ccco1)N1CCN(c2ccc(F)cc2)CC1 (centres undefined)	-1	-1.1	-2	3	-8	-1	-1.8	3	99	7
O=c1[nH]c2c(c(=O)n1-c1ccccc1)CCO2	-3	-1.8	-4	-4	-2	13	-0.8	-4	101	9
COc1cc(C)ccc1OCC(=O)Nc1nnc(C2CC2)s1	1	-3.5	6	-6	10	-10	1.9	0	.	13
CCOC(=O)N1CCN(CC(=O)Nc2c(C(=O)OC)[nH]c3ccc(Cl)cc23)CC1	4	-0.8	3	4	.	5	0.9	-8	107	4
FC(F)(F)c1cccc(CNc2ncccc2-c2nc3cc(Cl)ccc3o2)c1	-4	-2.2	3	5	2	11	-2.5	6	111	11
Cc1nn2c(-c3cccc(NC(=O)c4ccco4)c3)nnc2c2ccccc12	6	-0.7	-1	-2	-2	27	-1.5	1	103	4
CN(c1ccccc1)S(=O)(=O)c1cc(C(=O)OCC(=O)c2c(N)n(C)c(=O)n(C)c2=O)ccc1Cl	-1	-0.2	-1	-7	-5	2	0.1	-2	92	1
CC(=O)c1c(C)[nH]c(C(=O)CN2C(=O)NC(C)(c3ccc(C)cc3)C2=O)c1C (centres undefined)	4	2.2	1	0	-2	11	-1.8	-5	103	-11
CCCNC(=O)NC(=O)CSc1ncc(C(F)(F)F)cc1Cl	-2	-2.6	-1	1	.	12	-0.1	2	101	15
CN(NC(=O)Nc1ccc(Cl)cc1)c1ncc(C(F)(F)F)cc1Cl	-4	4.0	-5	-1	.	-2	3.7	1	97	-20

Just OPRM1-OPRD1 ag, cardiac RTF act and DSG3 Ab inh, for some of the entries so far:
canonical_smiles | OPRM1-OPRD1 ag | cardiac RTF act | DSG3 Ab inh
FC(F)(F)c1cccc(CNc2ncccc2-c2nc3cc(Cl)ccc3o2)c1 | -2.2 | -4 | 111
Cc1nn2c(-c3cccc(NC(=O)c4ccco4)c3)nnc2c2ccccc12 | -0.7 | 6 | 103

The order is random; 3.1% or so of the library scored in one or more.
